Assay outcomes: PubChem BioAssay, several laboratories
Autophagy mod – autophagy modulation, high-content screen. MEF GFP-LC3 puncta imaging; test concentration mostly 10 µM. calls only at 10 µM (by protocol). 190,000 compounds, 0.98% hits;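 active means percentage of spot-positive cells more than 3 SD above its plate mean, without a fluorescence outlier flag or 80% toxicity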;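 further: spot-positive cell cutoff set from DMSO-treated cells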
WT yeast gro inh – growth inhibition of WT yeast, mitochondrial fusion screen | mitochondrial fusion phenotypic screen, WT strain | inhibition, % at 10 µM | 190,000 compounds, 2.1% hits; in the data active means inhibition above about 58%; tested in S. cerevisiae
P. falciparum M1AAP – malaria alanyl aminopeptidase activity blockers – biochemical, fluorogenic H-Leu-NHMec substrate, 1536-well (AID 1445); 220,000 compounds, 0.42% hits; one-dose inhibition, % at 30 µM; IC50 in µM for titrated hits; recombinant M1AAP, H-Leu-NHMec fluorogenic kinetic assay; higher % means a stronger effect;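 active means primary inhibition above the hit cutoff, then over 50% inhibition at one or more dose response concentrations, cut at about 23% in these data, passing the limit was not always enough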;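 further: plate controls were DMSO full reaction for no effect and no enzyme background for full effect; strong numbers were not always called active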
P. falciparum M17LAP – P. falciparum M17LAP inhibitors, primary screen, biochemical, fluorogenic H-Leu-NHMec substrate, 1536-well (AID 1619) | inhibition, % at 30 µM, or IC50 in µM where a hit was titrated | 220,000 compounds, 0.38% hits | recombinant M17LAP, H-Leu-NHMec fluorogenic kinetic assay; higher % means a stronger effect;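 active means compound inhibiting the enzyme by more than half at any dose during confirmatory dose-response retesting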;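 further: plate controls were full reaction with DMSO carrier for no effect and no enzyme background for full effect; strong numbers were not always called active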
b-catenin transl – alters nuclear translocation of beta-catenin in HeLa cells. nuclear translocation activity, % at 5 µM. 190,000 compounds, 0.3% hits. immunofluorescence imaging. AID 1665;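 active means nuclear translocation activity above 50% at 5 µM, with a well cell count of 50 or more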;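 further: per-cell ratio of nuclear to cytoplasmic median beta-catenin stain intensity; plate controls were DMSO negative control for no effect and GSK-3 inhibitor IX positive control for full effect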
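assay system = human HeLa cells, endogenous beta-catenin | times = compound treatment 24 h, 37°C, 5% CO2 | detection = Anti-beta-catenin immunofluorescence on PFA-fixed, Triton-permeabilized cells, DAPI nuclei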
MT stabilizer – microtubule stabilization, imaging screen. AID 2205. HeLa tubulin immunostaining HCS, 24 h; share of cells brighter than vehicle mean+2SD. % tubulin-high responders, % at 10 µM. 200,000 compounds, 0.83% hits;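 active means plate Z-score above 3 for both tubulin-high and condensed-nucleus cell shares, with cell loss under 80%, at 10 µM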;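 further: anti alpha tubulin signal scored within the nucleus-defined area of each cell; some results filed as inactive read as strong as hits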
T cell HTS – T cell immune modulation candidate; 2C CD8+ T cell-vesicle binding, flow cytometry; active compounds read low; 330,000 compounds, 0.068% hits; calls only at 7 µM;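 active means response, share of CD8 T cells binding vesicles, and their 90th percentile fluorescence all below set limits, cut at about 80% in these data, passing the limit was not always enough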
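Material: murine 2C transgenic CD8+ T lymphocytes / Also added: QL9-peptide-loaded Drosophila micro-vesicles bearing Ld, ICAM-1 and B7-1 / Schedule: binding step 1.5 h, 37 °C, antibody labelling 20 min, ice / Signal: flow cytometry, PE anti-B7-1 (FL2) versus Alexa647 anti-CD8 (FL8), PFA-fixed / Evaluation: percent CD8+ FL2 mean versus row control / Benchmarks: naked versus QL9-loaded vesicles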
Yfh1-off respiration – enhancers of respiration in Yfh1-depleted yeast, dose response, Friedreich's ataxia, plus single-dose screen (AID 1465). S. cerevisiae Yfh1-off respiration, WST-1 reduction, 72 h; higher fold induction means a stronger effect. fold induction at 50 µM, or EC50 in µM where a hit was titrated. 220,000 compounds, 0.074% hits;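 active means fold induction of absorbance versus untreated yeast above a set limit, then at least 30% activation at any dose in follow-up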;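 further: activators that raise dye reduction in frataxin-depleted yeast; strong numbers were not always called active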
Dynein cargo inh – dynein cargo transport inhibition | z-score, hits read low | AID 1381 | 220,000 compounds, 0.47% hits | 3617.4 mouse cells, GR-EGFP nuclear translocation imaging; test concentration mostly 20 µM; stimulated with dexamethasone, 1 µM; active compounds read low;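 active means plate z-score of nuclear minus cytoplasmic receptor signal below a set negative limit, without overly bright fluorescence or cell loss, cut at about -3.5 in these data, passing the limit was not always enough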;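 further: z-score of nuclear minus cytoplasmic ring GR-EGFP intensity difference per well; some compounds called inactive have numbers as strong as hits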
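Also added – dexamethasone, 1.0 µM final · Buffer or medium – tet-free, stripped-serum medium · Schedule – induction 48 h, compound 1 h, agonist 30 min · Detection – formaldehyde fixation, Hoechst nuclear stain, 10x automated fluorescence imaging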
WT yeast gro inh mutant strain – second read-out of WT yeast gro inh, no call of its own (marks repeat the call); inhibition, %; mitochondrial fusion phenotypic screen, mutant strain inhibition
Dynein cargo inh cytoplasmic EGFP – recorded beside Dynein cargo inh, whose call it bears; z-score; measured here: cytoplasmic GR-EGFP intensity; active compounds read high
Dynein cargo inh nuclear GR-EGFP – also measured in Dynein cargo inh; calls as there; z-score; measured here: nuclear GR-EGFP intensity;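 lower value marks the stronger effect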
Dynein cargo inh cell count – recorded beside Dynein cargo inh, whose call it bears; z-score; measured here: cell count per field
b-catenin transl cell count 5 µM – further read-out of b-catenin transl, marked with its call; cell count; measured here: cell count, cytotoxicity flag
T cell HTS vesicle-bound % – recorded beside T cell HTS, whose call it bears; double positive events, %; measured here: CD8+ vesicle-bound cell fraction;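 binding gate set so that unloaded-vesicle control wells show 10% double positive cells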
MT stabilizer Hoechst-high % – also measured in MT stabilizer; calls as there; % Hoechst-high responders; measured here: nuclear condensation Hoechst responders;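 share of cells brighter than vehicle mean plus two SD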
MT stabilizer cytotoxicity % – further read-out of MT stabilizer, marked with its call; toxicity, %; measured here: cytotoxicity by cell density;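 0% = mean cell density of plate MIN control wells and 100% = no cells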
Autophagy mod cell loss 18 h – second read-out of Autophagy mod, no call of its own (marks repeat the call); toxicity, %; measured here: cell loss, nuclei count;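 cell loss after 18 h compound exposure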
* hit, by the source's call; i = inactive; . = no result given.

SMILES	Autophagy mod	Autophagy mod cell loss 18 h	WT yeast gro inh	WT yeast gro inh mutant strain	P. falciparum M1AAP	P. falciparum M17LAP	b-catenin transl	b-catenin transl cell count 5 µM	MT stabilizer	MT stabilizer Hoechst-high %	MT stabilizer cytotoxicity %	T cell HTS	T cell HTS vesicle-bound %	Yfh1-off respiration	Dynein cargo inh	Dynein cargo inh cytoplasmic EGFP	Dynein cargo inh nuclear GR-EGFP	Dynein cargo inh cell count
CC(=O)NCCC(=O)N1CCCC(C(=O)c2ccc3c4c(cccc24)CC3)C1 (stereo unspecified)	i	-2	-7	-15	7%	-14%	1.1	948	1.2	0.9	1.5	i	28	i	-0.11	-0.36	-0.069	0.75
CNC(=O)CC(C(=O)O)c1ccc(OCC(C)C)cc1 (stereo unspecified)	i	-2	-1	-13	-3%	0%	0.2	1057	2.9	1.0	8.2	i	46	.	-0.067	-0.28	-0.79	0.75
CCc1ccc(NC(=O)CSc2nc3ccccc3c(=O)n2CCCC(=O)NCCCN2CCOCC2)cc1	i	10	-4	-2	-1%	-7%	0.5	1097	2.0	1.0	7.9	i	27	i	0.28	-0.21	0.04	0.38
Cc1[nH]c(=O)c(C#N)cc1-c1ccccc1	i	7	-2	-4	6%	1%	2.4	869	1.6	3.6	2.9	i	15	i	-0.11	-0.22	-0.35	0.24
CCCCCCCN1N=C(C)C(C(=O)c2ccccc2)C1=O (stereo unspecified)	i	-10	13	2	2%	14%	3.0	1192	1.2	1.1	4.0	i	55	.	0.77	-0.19	0.87	0.47
CCOc1ccc(CCNC(=O)CN(C)S(=O)(=O)c2cccc3nsnc23)cc1OCC	i	17	-5	4	-2%	11%	-4.1	970	6.0	0.8	2.2	i	16	i	-0.35	-0.36	0.15	0.84
CSc1ccc(-c2nc(CSCC(=O)N3CCOCC3)c(C)o2)cc1	i	13	18	20	-3%	20%	-2.1	956	1.8	1.8	7.9	i	27	i	-0.98	-0.36	-0.37	-0.058
CCOc1ccc(C(C)NC(=O)CCC(=O)O)cc1 (stereo unspecified)	i	-37	1	12	1%	-5%	-3.0	1020	4.2	3.1	14	i	49	i	1.2	-0.13	1.6	-0.094
Cc1c(NC(=O)c2cnn3c2NC(c2ccc(Br)cc2)CC3C(F)(F)F)c(=O)n(-c2ccccc2)n1C (stereo unspecified)	i	-3	3	-9	11%	10%	.	.	2.7	1.8	3.5	i	8	i	1.8	-0.14	0.91	-0.23
CC(C)(C)SCCNC(=O)c1ccc(NS(C)(=O)=O)cc1	i	4	-4	10	-4%	2%	.	.	1.9	1.7	23	i	42	i	-0.72	-0.14	-0.46	-0.48
CS(=O)(=O)Nc1ccc(C(=O)NCc2cccnc2)cc1	i	-4	-10	-15	8%	-14%	1.2	1172	3.6	1.9	2.3	i	39	i	-0.29	-0.23	-0.16	-0.36
Cc1cccc(C(=O)N2CC3(C)CC2CC(C)(C)C3)c1 (stereo unspecified)	i	5	-3	-1	1%	4%	-1.2	910	2.0	2.8	3.6	i	62	i	-0.69	-0.18	-0.76	0.92
COc1ccccc1OCc1nc(C#N)c(N2CC(C)CC(C)C2)o1 (stereo unspecified)	i	3	-3	-6	6%	5%	.	.	3.7	3.6	9.8	i	37	.	-0.083	-0.044	0.27	-0.74
Cn1cc(CNC(=O)CC2C(=O)NCCN2CC(C)(C)C)cn1 (stereo unspecified)	i	-27	9	20	-6%	0%	-2.9	989	3.4	1.3	0.1	i	42	i	-0.98	-0.31	-0.67	1.1
O=C(Nc1cccc2c1CCCC2)c1ccc(Br)o1	i	34	10	1	21%	5%	-3.2	1180	1.7	1.2	6.0	i	6	i	-0.75	-0.22	-0.37	0.54
Cc1ccccc1Oc1cc(NC(=O)Cn2cnc([N+](=O)[O-])c2)cc([N+](=O)[O-])c1	i	-7	0	6	3%	9%	-5.8	1099	1.6	2.0	9.5	i	26	i	-0.75	-0.17	-0.51	0.046
OCCNc1c2ccccc2nc2ccccc12	i	10	2	16	7%	-29%	-0.9	949	1.9	2.0	17	i	24	i	-0.98	-0.28	-0.35	1.2
O=C(Nc1nccs1)C1(c2ccc(Cl)cc2)CC1	i	-7	20	26	2%	1%	-4.4	1010	4.2	2.4	2.3	i	16	i	0.98	-0.22	1.6	-1.3
CCOC(=O)Cn1nnc(-c2ccc([N+](=O)[O-])cc2)n1	i	17	19	18	.	.	-1.3	1061	1.8	0.5	0.6	i	24	i	0.6	-0.12	0.99	-1.2
Nc1ccc(SCC(=O)Nc2cccc([N+](=O)[O-])c2)cc1	i	4	-26	6	13%	-1%	1.0	1118	1.9	3.0	2.5	.	.	i	-0.78	-0.23	0.059	-0.12
CC(OCC(O)CNCC1COc2ccccc2O1)c1ccc(Cl)cc1 (stereo unspecified)	i	0	44	50	-8%	11%	-2.4	1101	3.1	2.6	17	i	9	i	-0.31	-0.27	-0.68	1
CCn1c(COc2ccc(C)cc2)nnc1SCC(=O)NNC(=O)c1ccc(OC)cc1	i	-10	5	3	9%	13%	-0.7	1079	2.0	1.0	13	i	25	i	0.31	-0.25	0.24	0.12
COC(=O)c1ccc2c(c1)nc(C)n2CCO	i	3	0	7	2%	0%	-3.5	1115	3.1	0.9	23	i	27	i	-0.19	-0.27	0.42	-0.33
O=C(NCc1ccccn1)C1CC(c2ccccc2O)=NO1 (stereo unspecified)	i	-10	-23	-21	8%	-2%	-1.8	1062	.	.	.	i	31	i	1.6	-0.095	1.2	-0.29
CN(C1CCCCC1)S(=O)(=O)c1ccc(S(=O)(=O)N(CC(=O)Nc2ccccc2)C2CC2)cc1	.	.	.	.	0%	-13%	-1.1	1365	.	.	.	i	35	i	0.92	0.036	1.2	-1.7
CC(C)c1ccc(/C=N/n2cnnc2)cc1	.	.	.	.	3%	-7%	2.4	1232	.	.	.	i	40	i	-0.62	-0.2	0.034	1.4
COc1cccc(/C=C/C(=O)Nc2ccc(OC)nc2)c1	i	-21	10	6	4%	15%	0.3	1148	3.2	2.8	1.4	i	50	i	0.13	-0.16	0.21	-0.83
CC(=O)OCCCCCCCCCCC[N+]1(C)CCCCC1	i	-7	8	-2	9%	1%	-0.3	968	1.8	1.1	5.2	i	32	i	0.19	-0.35	0.44	0.46
CCN(C(=O)CN1CCc2ccccc21)c1c(N)n(Cc2ccccc2)c(=O)[nH]c1=O	i	9	7	1	-1%	8%	-1.1	1089	1.6	2.4	12	i	40	i	-0.71	-0.25	-0.5	1
C=CCNC(=S)N/N=C/c1ccc(-c2ccc(Br)cc2)o1	i	-21	25	20	8%	21%	-1.7	1115	2.4	2.4	0.3	i	39	i	1.3	-0.19	0.91	-1.3

Arranged by number of heavy atoms (highest first): some entries from above.
SMILES	Autophagy mod	Autophagy mod cell loss 18 h	WT yeast gro inh	WT yeast gro inh mutant strain	P. falciparum M1AAP	P. falciparum M17LAP	b-catenin transl	b-catenin transl cell count 5 µM	MT stabilizer	MT stabilizer Hoechst-high %	MT stabilizer cytotoxicity %	T cell HTS	T cell HTS vesicle-bound %	Yfh1-off respiration	Dynein cargo inh	Dynein cargo inh cytoplasmic EGFP	Dynein cargo inh nuclear GR-EGFP	Dynein cargo inh cell count
CC(=O)OCCCCCCCCCCC[N+]1(C)CCCCC1	i	-7	8	-2	9%	1%	-0.3	968	1.8	1.1	5.2	i	32	i	0.19	-0.35	0.44	0.46
CCOc1ccc(C(C)NC(=O)CCC(=O)O)cc1 (stereo unspecified)	i	-37	1	12	1%	-5%	-3.0	1020	4.2	3.1	14	i	49	i	1.2	-0.13	1.6	-0.094
OCCNc1c2ccccc2nc2ccccc12	i	10	2	16	7%	-29%	-0.9	949	1.9	2.0	17	i	24	i	-0.98	-0.28	-0.35	1.2

4 compounds drawn at random from those above, as already listed:
SMILES	Autophagy mod	Autophagy mod cell loss 18 h	WT yeast gro inh	WT yeast gro inh mutant strain	P. falciparum M1AAP	P. falciparum M17LAP	b-catenin transl	b-catenin transl cell count 5 µM	MT stabilizer	MT stabilizer Hoechst-high %	MT stabilizer cytotoxicity %	T cell HTS	T cell HTS vesicle-bound %	Yfh1-off respiration	Dynein cargo inh	Dynein cargo inh cytoplasmic EGFP	Dynein cargo inh nuclear GR-EGFP	Dynein cargo inh cell count
CCn1c(COc2ccc(C)cc2)nnc1SCC(=O)NNC(=O)c1ccc(OC)cc1	i	-10	5	3	9%	13%	-0.7	1079	2.0	1.0	13	i	25	i	0.31	-0.25	0.24	0.12
COc1ccccc1OCc1nc(C#N)c(N2CC(C)CC(C)C2)o1 (stereo unspecified)	i	3	-3	-6	6%	5%	.	.	3.7	3.6	9.8	i	37	.	-0.083	-0.044	0.27	-0.74
Cn1cc(CNC(=O)CC2C(=O)NCCN2CC(C)(C)C)cn1 (stereo unspecified)	i	-27	9	20	-6%	0%	-2.9	989	3.4	1.3	0.1	i	42	i	-0.98	-0.31	-0.67	1.1
CCOc1ccc(C(C)NC(=O)CCC(=O)O)cc1 (stereo unspecified)	i	-37	1	12	1%	-5%	-3.0	1020	4.2	3.1	14	i	49	i	1.2	-0.13	1.6	-0.094
